# TWEAK Fn14 block: TWEAK-Fn14 signaling inhibition | TWEAK-stimulated Fn14 reporter cells, luciferase luminescence, 8 h | inhibition, % at 10 µM | 360,000 tested, 2% active; in the data active means inhibition above about 50%
# TROY NFkB inh: TROY signaling inhibition | Q293 LMP1-TROYcd NF-kB luciferase reporter, 4 h | inhibition, % at 10 µM | 360,000 tested, 0.98% active;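 active means compounds whose plate-normalised and pattern-corrected inhibition of the luciferase reporter signal at the single screening dose is 50% or more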
# COUP-TFII inh: inhibitors of human COUP-TFII (NR2F2); HEK293T NGFI-A luciferase reporter, luminescence; inhibition, % at 8.6 µM; 370,000 tested, 0.7% active;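 active means inhibition above a per-plate cutoff, mean inhibition of test wells between control levels plus 3 SD, cut at about 38% in these data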;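 further: cells cotransfected with COUP-TFII expression vector driving the NGFI-A reporter; 0% = median of COUP-TF2 test wells and 100% = reporter-only cells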
# NCOA1 inh: inhibits human SRC1 coactivator; HEK293 GAL4-SRC1 luciferase reporter, luminescence; Q15788; 360,000 tested, 0.12% active; inhibition, % at 3.6 µM;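 active means inhibition above the campaign mean plus 3 SD, with each screening campaign given its own cutoff, cut at about 60% in these data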;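 further: 0% = DMSO treated cells and 100% = gossypol at 36 µM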
# NCOA3 inh: human NCOA3 inhibition | Q9Y6Q9 | HEK293 GAL4-SRC3 luciferase reporter, luminescence | inhibition, % at 3.6 µM | 360,000 tested, 0.17% active;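 active means inhibition above a per-campaign cutoff, the mean of all compounds plus 3 SD, cut at about 60% in these data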;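 further: 0% = DMSO-treated cells and 100% = gossypol-treated cells at 36 µM; higher means less SRC3-driven luciferase light from the GAL4 reporter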
# Target sequence (Q9Y6Q9 whole entry, looked up, the tested form may be a part): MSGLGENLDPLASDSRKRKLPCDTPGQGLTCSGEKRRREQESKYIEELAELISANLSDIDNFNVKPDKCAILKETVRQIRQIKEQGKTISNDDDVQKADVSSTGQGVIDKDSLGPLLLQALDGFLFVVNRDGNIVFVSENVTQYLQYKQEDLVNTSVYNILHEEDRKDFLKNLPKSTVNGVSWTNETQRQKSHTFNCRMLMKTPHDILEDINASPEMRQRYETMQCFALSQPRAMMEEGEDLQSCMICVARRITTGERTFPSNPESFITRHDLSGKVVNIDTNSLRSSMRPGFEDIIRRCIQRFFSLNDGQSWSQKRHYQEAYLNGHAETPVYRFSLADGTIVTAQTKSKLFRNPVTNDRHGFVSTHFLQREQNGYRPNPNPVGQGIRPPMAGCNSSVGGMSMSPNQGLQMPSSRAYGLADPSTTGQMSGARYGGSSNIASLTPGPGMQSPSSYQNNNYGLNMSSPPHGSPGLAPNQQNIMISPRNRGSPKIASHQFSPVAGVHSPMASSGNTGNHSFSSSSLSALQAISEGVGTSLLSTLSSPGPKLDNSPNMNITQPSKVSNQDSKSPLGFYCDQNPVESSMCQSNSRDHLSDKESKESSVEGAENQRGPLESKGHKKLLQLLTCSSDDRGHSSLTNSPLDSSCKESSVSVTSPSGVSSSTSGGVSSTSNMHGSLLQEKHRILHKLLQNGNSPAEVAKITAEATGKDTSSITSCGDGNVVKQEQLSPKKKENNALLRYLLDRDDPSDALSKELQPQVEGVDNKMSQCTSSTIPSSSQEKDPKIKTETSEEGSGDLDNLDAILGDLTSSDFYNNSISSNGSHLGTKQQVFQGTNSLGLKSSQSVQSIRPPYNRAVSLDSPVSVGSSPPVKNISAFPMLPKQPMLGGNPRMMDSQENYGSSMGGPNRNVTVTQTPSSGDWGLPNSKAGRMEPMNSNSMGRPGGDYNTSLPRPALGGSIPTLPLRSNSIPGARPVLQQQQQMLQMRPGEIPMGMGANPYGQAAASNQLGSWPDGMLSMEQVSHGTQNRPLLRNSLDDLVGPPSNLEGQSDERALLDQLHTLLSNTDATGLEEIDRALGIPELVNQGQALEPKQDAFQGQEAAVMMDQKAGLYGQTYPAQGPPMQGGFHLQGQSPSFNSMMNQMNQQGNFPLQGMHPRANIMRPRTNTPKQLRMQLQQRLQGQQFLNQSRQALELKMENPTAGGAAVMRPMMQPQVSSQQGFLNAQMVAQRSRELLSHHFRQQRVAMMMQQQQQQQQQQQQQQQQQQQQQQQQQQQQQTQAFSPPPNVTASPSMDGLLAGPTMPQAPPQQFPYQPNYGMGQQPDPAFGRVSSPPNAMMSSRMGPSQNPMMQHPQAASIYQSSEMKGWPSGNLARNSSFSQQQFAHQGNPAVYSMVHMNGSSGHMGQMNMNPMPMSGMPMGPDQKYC
# EBV LMP1 NFkB: inhibitors of Epstein-Barr LMP1-induced NF-kappaB reporter; LMP1-induced NF-kappaB luciferase reporter cells, luminescence; inhibition, % at 12.5 µM; 350,000 tested, 0.69% active; AID 504558; in the data active means inhibition above about 41%;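 further: 0% = neutral control wells and 100% = reference inhibitor control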
# NOD2-RIPK2 inh: NOD2-RIPK2 protein interaction inhibition | O43353 | CHO BLA complementation NOD2-RIPK2, CCF4 ratio | inhibition, % at 4.98 µM | 360,000 tested, 0.38% active; in the data active means inhibition above about 21%;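 further: 0% = vehicle only and 100% = reference blocker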
# NCOA2 inhibitor: inhibits human steroid receptor coactivator 2. HEK293 GAL4-SRC2 luciferase reporter, luminescence. Q15596. 370,000 tested, 0.17% active. inhibition, % at 9 µM;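 active means inhibition above the mean inhibition of all tested compounds plus 3 SD, set per campaign, cut at about 52% in these data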;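 further: 0% = DMSO treated cells and 100% = cells given Gossypol at 36 µM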
# TRAIL sens C8: caspase-8 TRAIL sensitization. NB7+C8 cells + TRAIL, ATPlite viability luminescence. inhibition (viability loss, TRAIL sensitization), % at 10 µM. 360,000 tested, 1% active. AID 624354;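 active means compounds causing at least 50% loss of cell viability in the single-dose screen, relative to plate controls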
# NR5A2 inv ag: NR5A2 inverse agonism in reporter assay | O00482 | HEK293T StAR-luciferase reporter, LRH-1 transfected, 24 h | inhibition, % at 3.6 µM | 360,000 tested, 0.13% active | AID 602396;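 active means inhibition above the mean inhibition of all tested compounds plus 3 SD, cut at about 73% in these data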;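 further: 0% = DMSO wells and 100% = reporter-only cells lacking LRH-1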
# TLR9-MyD88 block: TLR9-MyD88 interaction inhibition. Q9NR96+Q99836. CHO BLA complementation TLR9-MyD88, CCF4 FRET ratio. inhibition, % at 4.98 µM. 340,000 tested, 0.21% active. AID 504734;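 active means inhibition above the mean over all tested compounds plus 3 SD, cut at about 21% in these data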;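 further: 0% = DMSO only wells and 100% = clavulanate BLA inhibitor control wells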
# * = called active by the depositor; . = not tested or not shown.
SMILES,TWEAK Fn14 block,TROY NFkB inh,COUP-TFII inh,NCOA1 inh,NCOA3 inh,EBV LMP1 NFkB,NOD2-RIPK2 inh,NCOA2 inhibitor,TRAIL sens C8,NR5A2 inv ag,TLR9-MyD88 block
Cc1ccc(NC(=O)CN(C)C(=O)c2ccc(NS(=O)(=O)c3cccc([N+](=O)[O-])c3)cc2)cc1,1.3,-9.5,24.7,-2.1,-11.2,-1.8,-24.3,1.7,-6.2,3.3,-9.8
COc1ccccc1NC(=O)c1cccc(S(=O)(=O)N2CCOCC2)c1,-7.4,18.3,16.8,-10.1,13.7,-5.7,2.0,-17.0,-7.2,-13.1,-4.2
COc1ccc(C(C)(NC(C)=O)c2nc(-c3ccc(F)cc3OC)cs2)cc1 (stereo not drawn),-12.2,0.0,17.2,11.8,-34.9,.,5.3,20.8,4.2,2.4,.
CN1C(C(=O)NCc2ccco2)CC2Cn3c(nc4cc5ccccc5cc43)C21 (stereo not drawn),23.4,21.1,-5.7,-24.5,-13.4,2.1,6.0,-5.1,-2.5,-1.6,-5.0
O=C(O)c1cc(-c2cccs2)nn1-c1cccc(Cl)c1,-18.4,8.9,0.9,11.0,12.5,4.0,6.0,-6.9,-7.7,6.8,13.0
CC(=O)N1CCN(c2ccc(Nc3ncnc4c3oc3ccccc34)cc2)CC1,-3.4,-4.3,3.2,-38.2,-45.1,3.6,7.2,-20.1,15.4,-12.6,-10.6
C/C(=N/NC(=O)C1CC1(c1ccccc1)c1ccccc1)c1cccs1 (stereo not drawn),3.0,-9.3,5.4,3.7,6.4,-4.5,-2.5,10.8,1.7,15.2,-0.2
COc1ccc(CCNc2nc3ccccc3n3cnnc23)cc1OC,-2.9,13.7,4.9,-11.8,4.0,8.2,6.7,1.7,4.4,3.5,-3.2
CCN1C[C@@H]2[C@@H]3C(=O)N(Cc4ccccc4)C(=O)[C@@H]3[C@](Cc3ccccc3)(C1=O)N2C(=O)c1ccc(Cl)cc1,-1.3,-3.2,-3.4,-55.4,-2.4,3.8,-13.0,-44.4,4.3,-30.9,-1.6
COCCn1nnnc1SCC(=O)N1CCCCC1,4.8,-20.0,7.6,3.3,-12.1,-3.4,-7.9,-9.8,-3.9,4.6,-2.5
CCOC(=O)c1cnc(SCc2cccc3ccccc23)nc1N,-12.7,-30.2,-1.5,-59.5,-15.2,-11.3,-2.2,-7.2,16.0,1.0,3.6
Cc1nnc(NC(=O)c2ccc(N3CCCC3=O)cc2)s1,0.2,-10.7,-17.5,-3.4,-24.7,-23.4,-5.9,-9.6,20.3,-58.4,-6.3
O=C(Nc1ccc2[nH]ncc2c1)c1cccc(F)c1,9.6,-21.4,-13.4,-25.1,-40.4,-14.2,-7.7,-78.3,13.4,-23.1,6.7
COc1ccc(-c2csc(NC(=S)NC(=O)c3ccc(S(=O)(=O)N(C)C)cc3)n2)cc1OC,-15.0,11.1,2.8,-7.9,-1.1,0.7,1.0,-1.2,41.7,13.8,-16.4
CCCCN(CC)CCNC(=S)Nc1ccc2nc(N3CCN(C)CC3)cc(C)c2c1,-42.3,0.9,3.4,17.1,7.7,-7.1,7.8,-65.7,10.7,12.8,2.9
C=CCn1c(-c2ccc(N)cc2)nc2ccccc21,-37.3,-37.4,-35.4,-62.4,-16.1,-39.9,-0.2,-47.5,3.1,-45.0,6.8
O=C(NC1CCCC1)C(c1ccncc1)N(C(=O)Cc1cccs1)c1cccc(F)c1 (stereo not drawn),-4.7,4.0,2.0,3.4,15.8,1.0,-10.9,6.5,-5.1,20.6,4.0
O=C(NCc1ccc2c(c1)OCO2)c1ccccn1,-6.8,-33.2,8.9,-9.4,-4.0,-14.5,-9.4,-12.4,-0.1,-25.1,-10.2
O=C(NCC1CCCO1)c1ccc(F)c2ccccc12 (stereo not drawn),-1.5,-5.3,-15.7,9.6,10.4,1.3,-3.6,-8.6,10.4,7.4,8.8
Nc1nc(N2CCOCC2)nc(N(c2ccccc2)c2ccccc2)n1,-2.3,-6.5,12.9,10.0,8.2,-1.2,-5.4,8.7,2.8,-10.8,2.1

# Profiles, looked up by structure. Values in the order: TWEAK Fn14 block, TROY NFkB inh, COUP-TFII inh, NCOA1 inh, NCOA3 inh, EBV LMP1 NFkB, NOD2-RIPK2 inh, NCOA2 inhibitor, TRAIL sens C8, NR5A2 inv ag, TLR9-MyD88 block
# `O=C(Nc1ccc2[nH]ncc2c1)c1cccc(F)c1` across the screens: 9.6, -21.4, -13.4, -25.1, -40.4, -14.2, -7.7, -78.3, 13.4, -23.1, 6.7
# `O=C(NC1CCCC1)C(c1ccncc1)N(C(=O)Cc1cccs1)c1cccc(F)c1` (stereo not drawn) across the screens: -4.7, 4.0, 2.0, 3.4, 15.8, 1.0, -10.9, 6.5, -5.1, 20.6, 4.0
# `O=C(NCc1ccc2c(c1)OCO2)c1ccccn1` across the screens: -6.8, -33.2, 8.9, -9.4, -4.0, -14.5, -9.4, -12.4, -0.1, -25.1, -10.2

# (more compounds)
SMILES,TWEAK Fn14 block,TROY NFkB inh,COUP-TFII inh,NCOA1 inh,NCOA3 inh,EBV LMP1 NFkB,NOD2-RIPK2 inh,NCOA2 inhibitor,TRAIL sens C8,NR5A2 inv ag,TLR9-MyD88 block
COC(=O)CSc1ncc(OC)c(OC)n1,-3.3,-23.4,-7.9,-7.5,17.5,-2.4,-3.0,-12.7,-27.8,-16.4,-14.3
CCc1ccc2[nH]c(=O)c(C(c3nnnn3CCOC)N3CCN(c4ccccc4F)CC3)cc2c1 (stereo not drawn),49.7,53.1*,14.9,-11.2,-10.5,-8.0,-2.2,9.7,-27.0,9.3,2.6
c1cncc(CSc2ccc(-c3cccnc3)nn2)c1,-81.4,-49.3,-0.8,-3.9,1.3,-10.5,-0.9,-22.2,-3.5,5.8,-2.4
CCCCCCn1c(=O)n2n(c1=O)[C@@H]1CN(S(=O)(=O)c3ccc(C)cc3)C[C@]1(O)[C@@H](OC(=O)NCC1CCCCC1)C2,18.6,6.2,11.4,-1.9,-2.5,-10.1,4.0,-3.9,36.8,-5.5,-2.7
CN(C)c1ccc(/C=C/c2ccncc2)cc1,8.0,-23.7,-15.1,-72.5,-70.5,-23.3,16.9,-75.4,12.1,-107.2,4.7
CCS(CC)=NS(=O)(=O)c1ccc(NC(C)=O)cc1,-15.4,4.7,-1.7,-6.0,13.9,-7.1,-5.0,-2.6,6.8,-6.6,-7.8
COc1ccccc1CN1CC(C(=O)N(C)CCOc2ccccc2)CCC1=O (stereo not drawn),-5.2,-28.8,-13.3,-6.8,-21.4,-4.8,-1.7,-2.1,-28.4,-3.0,-2.8
NC(=O)c1cccc(CS(=O)(=O)c2ccc(Cl)cc2)c1,12.0,-6.0,7.1,-4.6,-23.3,4.4,3.2,-23.8,6.3,-2.8,-8.6
CCn1nc(C(=O)NNC(=O)COc2ccccc2C)c2ccccc2c1=O,8.8,1.5,-0.3,-15.6,10.7,13.2,-1.6,-9.4,13.8,14.3,-6.5
O=S(=O)(c1ccc(S(=O)(=O)N2CCC3(CC2)OCCO3)cc1)N1CCCC1,-35.8,6.7,4.2,-16.0,13.5,-3.2,-2.9,1.4,-12.5,14.8,-0.9
COc1ccc(C(=O)n2cnc3ccccc32)cc1[N+](=O)[O-],-1.6,27.8,12.4,-1.9,-5.7,-7.5,-3.4,-14.8,3.6,15.7,-8.1
O=C(CO/N=C/c1ccc(Cl)cc1Cl)NNC(=O)c1ccc(Cl)cc1Cl,1.9,-9.6,-11.1,-3.3,-1.3,2.8,-5.0,-18.0,12.8,6.2,8.7
COCCn1c(=NC(=O)CSCC(=O)NC2CCCCC2)sc2cc(OC)ccc21,-18.0,-15.1,5.8,13.3,3.0,-5.6,-11.2,-11.4,6.1,2.8,2.2
COc1ccc(C2(NC(C)=O)CCN(C(=O)CCC(=O)O)CC2)cc1,-5.4,-6.0,6.1,-5.2,7.1,3.0,8.8,-3.4,0.1,-0.1,-5.5
COc1cccc(CNC(=O)C2Cc3ccccc3CN2C(C)=O)c1 (stereo not drawn),13.0,-17.2,-2.0,-4.3,6.2,-4.3,-5.6,7.5,1.6,-9.8,-9.2
COc1cccc(CNC(=O)CSC(=S)N2CCCC2)c1,-0.8,2.9,1.0,-34.8,15.7,8.5,-1.0,13.6,13.8,-2.5,-3.7
COc1ccc(C(=O)c2ccc(N3CCN(C4CC(=O)NC4=O)CC3)cc2)cc1F (stereo not drawn),-1.8,-34.3,-5.1,-12.7,-10.3,7.0,0.2,-10.8,8.8,30.5,4.5
CCCC(C(=O)Nc1ccc2c(C)cc(=O)oc2c1)c1ccccc1 (stereo not drawn),-27.4,-4.8,-16.8,-2.7,-31.7,6.3,-3.4,-18.2,2.1,-17.1,-1.9
COc1ccccc1NC(=O)Cn1ccn(-c2cccc3ccccc23)c(=O)c1=O,7.5,-4.2,-2.8,-2.1,1.3,-0.1,2.7,-19.8,17.7,5.1,6.6
CCN(CC)C(=O)Cn1cc(C(=O)C(=O)NCc2cccnc2)c2ccccc21,3.1,-8.9,-2.8,-22.3,-2.6,-5.7,-6.2,3.9,-8.4,-26.5,-3.2
CSc1nsc(SC)c1C(=O)NC(=O)Nc1cccnc1,4.2,9.5,0.6,9.9,27.9,3.9,-1.3,7.2,-11.7,3.3,-4.3
Cc1cccc(C(=O)OC(C)C(=O)Nc2ccc(S(=O)(=O)N3CCCC3)cc2)c1O (stereo not drawn),9.9,15.6,8.2,11.5,-3.4,-10.7,-7.5,10.0,5.2,-9.7,0.3
Cc1nnc(SCC(=O)NC(C)(C)C)n1NCc1ccc(N(C)C)cc1,15.7,3.2,-1.5,2.5,-7.7,-1.0,2.0,-39.9,-7.6,-4.0,-0.5
COc1ccc(S(=O)(=O)NNC(=O)C23CC4CC(CC(C4)C2)C3)cc1[N+](=O)[O-],-0.2,10.8,4.3,-3.9,-20.6,-2.1,-4.7,-15.4,-5.5,12.1,6.7
CN1C(=O)C(=O)/C(=C(/O)c2ccccc2)C1c1ccccc1 (stereo not drawn),10.1,-4.8,-10.6,3.7,7.0,-9.4,-1.0,-25.4,-1.8,10.0,1.8
Cc1cn([C@H]2C[C@H](O)[C@@H](CNC=O)O2)c(=O)[nH]c1=O,-5.4,-1.1,-7.2,1.7,-12.5,-3.4,0.1,-17.4,-15.9,2.5,11.4
Cc1cnc(C(=O)OCC(=O)c2ccc(F)cc2)cn1,4.9,4.2,2.9,-1.8,2.0,-2.6,-6.7,-23.5,0.0,-19.6,1.3
Cc1ccc(C2(c3ccccc3)NC(=O)N(CC(=O)NCc3ccccc3)C2=O)cc1C (stereo not drawn),13.2,0.3,9.3,-8.8,-1.8,70.4*,2.2,19.8,7.1,10.2,2.0
COC(=O)c1sc(N)c(C(=O)OC)c1COC(=O)C1CC(=O)N(Cc2ccco2)C1 (stereo not drawn),-1.8,-6.0,-1.4,-8.5,-5.6,-1.5,4.1,-19.6,12.8,21.9,-2.9
CCN(CC(=O)Nc1ccc2c(c1)CCC2)Cc1nc2ccccc2c(=O)[nH]1,2.7,29.8,-29.8,-13.6,-0.1,1.5,-0.7,-7.8,-6.7,23.8,1.0
CCCn1c(SCC(=O)NC2CCCCC2)nnc1-c1ccccn1,9.6,-1.4,-7.9,-7.7,3.6,6.6,-3.5,-19.3,-4.7,3.7,-0.8
O=C(c1nn2c(C(F)(F)F)cc(-c3ccccc3)nc2c1Cl)N1CCOCC1,12.6,-0.4,-0.2,-2.1,5.4,2.4,-1.3,9.4,-17.1,3.9,1.9
CCN1CCN(C(=O)c2cc3nc(-c4ccccc4)cc(C(F)(F)F)n3n2)CC1,10.0,28.9,1.4,5.0,10.3,-13.8,-3.6,-10.4,-4.0,11.7,5.3

# An excerpt. The share of hits here may be higher or lower than overall.
